SENP8 block-1: human SENP8 protease inhibitors, primary screen, biochemical, fluorescence, Nedd8 protein substrate, uHTS; Sentrin-specific protease 8 (Homo sapiens), Q96LD8; recombinant SENP8; inhibition, % at 20 µM; hit rate 0.64% among 360,000; AID 602440, 2012; in the data active means inhibition mostly above about 40%, no sharp cut-off; inactive means mostly below about 27%
Target sequence (Q96LD8 whole entry, looked up): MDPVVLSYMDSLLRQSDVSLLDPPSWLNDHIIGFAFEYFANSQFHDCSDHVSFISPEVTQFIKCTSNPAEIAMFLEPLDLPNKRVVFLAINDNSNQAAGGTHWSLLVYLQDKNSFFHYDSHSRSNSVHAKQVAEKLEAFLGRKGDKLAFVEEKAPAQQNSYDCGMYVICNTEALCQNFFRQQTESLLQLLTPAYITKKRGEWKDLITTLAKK
SENP1 inh: human SENP1 catalytic domain inhibitors, primary screen, biochemical, FRET, uHTS | Sentrin-specific protease 1 (Homo sapiens), Q9P0U3 | recombinant SENP1 catalytic domain, CyPet-SUMO1-YPet FRET cleavage | inhibition, % at 10 µM | hit rate 0.21% among 360,000;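 active means inhibition at least 30% at 10 µM, raw YFP signal under a set limit, fluorescence ratio 0.5 to 1.5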;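 further: 0% = enzyme with DMSO and 100% = no enzyme wells; some results filed as inactive read as strong as hits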
Target sequence (Q9P0U3 419-644 limits assumed): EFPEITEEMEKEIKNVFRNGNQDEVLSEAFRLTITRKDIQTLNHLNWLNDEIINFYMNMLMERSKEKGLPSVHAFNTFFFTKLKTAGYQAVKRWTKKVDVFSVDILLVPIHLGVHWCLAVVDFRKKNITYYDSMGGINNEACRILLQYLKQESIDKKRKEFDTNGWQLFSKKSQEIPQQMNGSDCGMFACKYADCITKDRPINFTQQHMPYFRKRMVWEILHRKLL
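Test system: recombinant human SENP1 catalytic domain, His6-tagged / Medium: pH 8 Tris buffer with EDTA, NaCl, BME, BSA, NP40, catalase / Also added: SUMO1 FRET substrate flanked by Cypet and Ypet, 25 nM / Times: 50 min reaction at room temperature / Signal: FRET, CFP and YFP emission / Control set: no-enzyme low control and enzyme-plus-DMSO high control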
UBC13 polyUb: UBC13 polyubiquitin chain formation inhibitors, primary screen, biochemical, TR-FRET, uHTS. Ubiquitin-conjugating enzyme E2 N (Homo sapiens), P61088. inhibition, % at 20 µM. hit rate 0.47% among 330,000; in the data active means inhibition above about 45%, passing the limit was not always enough
Target sequence (P61088 whole entry, looked up): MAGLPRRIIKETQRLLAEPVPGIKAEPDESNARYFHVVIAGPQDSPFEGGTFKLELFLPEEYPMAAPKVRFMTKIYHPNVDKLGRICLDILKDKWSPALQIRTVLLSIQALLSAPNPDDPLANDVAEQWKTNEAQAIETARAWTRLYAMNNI
SENP6 block: SENP6 protease inhibitors, primary screen, biochemical, luminescence, uHTS; inhibition, % at 10 µM; hit rate 1.8% among 330,000; AID 2599, 2010; Sentrin-specific protease 6 (Homo sapiens), Q9GZR1; Recombinant SENP6 catalytic domain, aminoluciferin luminescence;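 active means inhibition above about 50% at the single tested dose, limit read from the data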;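 further: plate controls were DMSO wells with enzyme for no effect and DMSO wells lacking enzyme for full effect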
APOBEC3G inh: APOBEC3G DNA deaminase inhibitors, primary screen, biochemical, fluorescence, single-stranded DNA substrate, uHTS. DNA dC->dU-editing enzyme APOBEC-3G (Homo sapiens), Q9HC16. recombinant A3G, ssDNA deamination FAM/TAMRA fluorescence. inhibition, % at 20 µM. hit rate 0.28% among 330,000;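 active means inhibition of at least 40% at 20 µM, with no more than 30% in the related APOBEC3A deaminase screen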;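 further: plate controls were DMSO wells with A3G for no effect and wells lacking A3G enzyme for full effect; some compounds called inactive have numbers as strong as hits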
SENP8 block-2: SENP8 protease inhibitors, primary screen, biochemical, luminescence; inhibition, % at 10 µM; hit rate 1.2% among 330,000; purified SENP8, Z-RLRGG-aminoluciferin cleavage; Sentrin-specific protease 8 (Homo sapiens), Q96LD8; AID 2540, 2010; in the data active means inhibition above about 50%
Apaf1 inhib: inhibitors of human Apaf-1 apoptosome, primary screen, biochemical, DEVD-Rh110 fluorescence, uHTS | reconstituted apoptosome caspase-3 activity | inhibition, % at 20 µM | hit rate 0.71% among 330,000 | AID 489030, 2010; active means inhibition of at least 40% at 20 µM;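 further: plate controls were DMSO wells for no effect and DEVD-CHO caspase inhibitor wells for full effect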
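detection = Rh110 fluorescence intensity | test system = biochemical Apaf-1 apoptosome reconstitution | also added = cytochrome c and DEVD-Rh110 substrate | schedule = 30 min plus 50 min, RT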
SENP7 inh: SENP7 protease inhibitors, primary screen, biochemical, luminescence, uHTS. Sentrin-specific protease 7 (Homo sapiens), Q9BQF6. recombinant SENP7, Z-RLRGG-aminoluciferin luminescence, 40 min. inhibition, % at 5 µM. hit rate 1.5% among 330,000. AID 434973, 2010;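 active means inhibition above about 50% at the single test dose, limit read from the data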;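 further: plate controls were DMSO with enzyme for no effect and no enzyme buffer wells for full effect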
Target sequence (Q9BQF6 706-1050 limits assumed): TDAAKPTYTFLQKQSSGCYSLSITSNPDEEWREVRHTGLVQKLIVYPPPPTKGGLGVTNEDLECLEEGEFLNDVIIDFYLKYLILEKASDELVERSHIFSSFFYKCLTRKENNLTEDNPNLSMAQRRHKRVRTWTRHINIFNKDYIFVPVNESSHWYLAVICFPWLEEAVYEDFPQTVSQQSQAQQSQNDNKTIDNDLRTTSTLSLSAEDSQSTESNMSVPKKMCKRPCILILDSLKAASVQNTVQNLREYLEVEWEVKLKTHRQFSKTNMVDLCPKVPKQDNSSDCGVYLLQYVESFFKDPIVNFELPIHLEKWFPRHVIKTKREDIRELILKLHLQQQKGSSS
* = called active by the depositor. Hits appear at their usual frequency. Share with any hit: about 3.6%.

SMILES	SENP8 block-1	SENP1 inh	UBC13 polyUb	SENP6 block	APOBEC3G inh	SENP8 block-2	Apaf1 inhib	SENP7 inh
CCOC(=O)C1CCCN(C(=O)C2CCCN(S(C)(=O)=O)C2)C1 (configuration not stated)	3	2	5	4	-7	0	-12	6
CC(C)c1ccc(O)c(NC(=S)NC(=O)c2ccc3c(c2)OCO3)c1	10	1	-2	4	-6	-5	23	5
CCC(Sc1nc2ccccc2c(=O)[nH]1)C(=O)Nc1ccc(C(C)=O)cc1 (configuration not stated)	5	0	-3	-14	-4	-6	1	-9
Cn1c(=O)c2ncn(CC(=O)Nc3ccc4c5c(cccc35)CC4)c2n(C)c1=O	-30	13	-12	3	-4	-2	1	-2
O=C(Cn1c(=O)sc2ccccc21)Nc1ccc(O)cc1	3	0	-3	-11	4	0	-1	-6
Cc1cccc(C)c1NC(=O)CN(C)c1ccc(C(F)(F)F)cn1	2	1	-5	-2	-7	2	-5	-1
CCSc1nnc(NC(=O)c2cccc(S(=O)(=O)N(C)c3ccc(C)cc3)c2)s1	-88	2	-2	-2	-4	1	9	0
N#C/C(=C\c1ccc(-c2ccccc2C(=O)O)o1)c1nc2ccccc2[nH]1	-70	-27	-29	5	-13	3	19	9
CC(C)(C)C1CCc2c(sc(NC(=O)CSc3ncn[nH]3)c2C#N)C1 (configuration not stated)	16	-7	-28	5	-4	4	17	4
COc1ccc(CCN(C)CCCC(C#N)(c2cc(OC)c(OC)c(OC)c2)C(C)C)cc1OC (configuration not stated)	5	2	16	1	-5	10	-6	4
CCC(COC)NCc1cn(-c2ccc(F)cc2F)nc1-c1ccccc1C (configuration not stated)	20	-1	3	1	0	-4	-4	11
CCN(CC)CCC(c1ccc(N(C)C)cc1)c1c(OC)cc(OC)c2ccc(=O)oc12 (configuration not stated)	-80	-4	8	-16	-11	-15	10	-1
C[C@H](CO)N1C[C@H](C)[C@H](CN(C)C(=O)Nc2ccc(F)cc2)Oc2c(NC(=O)c3ccc(-c4nccs4)cc3)cccc2C1=O	-9	-2	2	-20	-6	-10	21	-14
CN(C)S(=O)(=O)c1ccc(Cl)c(NC(=O)CN2CCNC(=O)C2)c1	4	0	-9	4	-5	0	-5	1
CN(C(=O)CSc1nc2ccccc2o1)C1CCS(=O)(=O)C1 (configuration not stated)	2	2	-18	-19	-4	-8	-3	-3
C[C@H]1CN([C@@H](C)CO)C(=O)c2cc(NC(=O)C3CCCCC3)ccc2O[C@H]1CN(C)CC1CCCCC1	-3	-1	7	-9	-3	1	10	2
COCCN(C(=O)CSc1nnc(C)n1-c1ccccc1)c1c(N)n(Cc2ccccc2)c(=O)[nH]c1=O	22	-1	1	-30	-9	-5	-1	1
Cc1nc2cc(NC(=O)c3ccc(N4C(=O)CCC4=O)cc3)ccc2s1	3	-1	-1	-39	-7	-6	3	-16
Oc1ccc(NCc2ccccc2OCc2ccccc2F)cc1	76*	2	1	60*	6	20	92*	31
Cc1nc(N2CCCCC2)c2ccsc2n1	12	-9	-15	-3	-9	-4	-2	-8
CCOc1[nH]n(-c2ccccc2)c(=O)c1C=NCc1ccncc1	8	2	-8	-11	1	-9	-8	-4
CCC(=O)Nc1cc(Cl)ccc1C(=O)O	8	-1	-5	7	-2	-4	0	-9
CC(C)=CCC(C)(C)/C=N/NC(N)=O	10	1	5	-7	-6	9	-9	4
COc1ccc(-c2nnc(SCc3ccccc3)n2N)cc1	30	5	2	-6	0	-2	-7	-5
Cc1cccc(-c2noc(CN(C(=O)c3ccc4c(c3)OCO4)C(C)C)n2)c1	6	-1	1	-9	-7	-6	10	9
O=C(COC(=O)/C=C/c1ccccc1Cl)NC1CCCC1	13	2	0	-8	-1	-3	13	-3
COc1ccc(Nc2nc3ccccc3s2)cc1	5	-1	9	75*	-4	62*	5	69*
CC(NC(=O)c1ccc(N2CCCC2=O)cc1)c1ccccc1 (configuration not stated)	10	1	-5	-2	0	4	-10	5
COc1ccccc1Cn1c(=S)[nH]c2cc(C(=O)N3CCCC3)ccc2c1=O	16	2	7	-16	-5	-16	14	3
CCN(CCNC(=O)c1cccc(N2CCCC2=O)c1)c1ccccc1	16	1	6	11	-1	9	-4	1
CCCC(C(=O)Nc1nccs1)c1ccccc1 (configuration not stated)	14	4	6	-1	-10	1	5	0
OCCC1CN(Cc2c(O)ccc3ccccc23)CCN1CCc1ccccc1 (configuration not stated)	-145	-9	13	-1	-7	-4	19	2
CS(=O)(=O)N1CCCC(C(=O)NCc2ccc(F)cc2Cl)C1 (configuration not stated)	2	2	-12	-4	-2	-4	-7	-3
COc1ccc(N2Cc3ccccc3/C2=N\C(=O)Nc2ccccc2)cc1	-20	2	-4	-19	-5	-11	17	-7
Cc1ccc(S(=O)(=O)N(Cc2ccccc2)Cc2ccco2)cc1	21	-14	-1	-5	-5	-10	20	-3
COc1cc(C(=O)CSc2nccn2C)cc(OC)c1OC	-3	1	4	11	-9	-7	0	9
O=C(CN1CCc2cc3c(cc2C1)OCCCO3)Nc1ccc(S(=O)(=O)N2CCCC2)cc1	2	-2	2	12	-4	10	16	9
Cc1ccc(C)c(NC(=O)C2CC(O)CN2C(=O)OCc2ccccc2)c1 (configuration not stated)	36	0	-4	4	-6	-5	10	-6
Cc1ccc(C(C)C)c(OCCSc2nc3ccccc3n2CC(=O)O)c1	25	2	-8	-33	-4	9	3	5
CCN(CC(=O)Nc1ccccc1C(F)(F)F)C(=O)c1ccc(N2CCCC2=O)cc1	-1	0	-1	-5	2	-4	4	3

The closing two records of the section above open the next one:
SMILES	SENP8 block-1	SENP1 inh	UBC13 polyUb	SENP6 block	APOBEC3G inh	SENP8 block-2	Apaf1 inhib	SENP7 inh
Cc1ccc(C(C)C)c(OCCSc2nc3ccccc3n2CC(=O)O)c1	25	2	-8	-33	-4	9	3	5
CCN(CC(=O)Nc1ccccc1C(F)(F)F)C(=O)c1ccc(N2CCCC2=O)cc1	-1	0	-1	-5	2	-4	4	3
CC(=O)Oc1ccc(C(=O)Nc2ccccc2C(=O)N2CCCC2)cc1	-10	0	1	-3	-3	-4	-3	9
CC(=O)N1CCN(C(=O)CCC(=O)O)CC1	54*	4	-7	-24	1	-1	-14	11
O=C(COC(=O)c1ncc(Cl)c(Cl)c1Cl)Nc1cccnc1Cl	-2	1	-6	-18	-8	-4	14	-12
Cc1cnc(C(=O)OCC(=O)Nc2ccc(C)c(S(=O)(=O)N3CCCCCC3)c2)cn1	23	-4	-2	1	1	-5	2	-10
O=C(CSc1nc(=O)n2ccccc2n1)Nc1ccc2c(c1)OCCO2	-1	0	-5	-6	-7	-12	-12	-6
COCCN(C(=O)CNC(=O)c1ccco1)C(C(=O)NC1CCCC1)c1ccccc1F (configuration not stated)	8	0	5	14	-9	2	-10	1
CCOC(=O)c1ccc(NC(=O)Cn2nnc(-c3ccccc3F)n2)cc1	9	-3	3	-16	-7	-4	12	-6
COc1ccc(CC(=O)Nc2nc3n(n2)C(c2ccccc2)CC(=O)N3)cc1OC (configuration not stated)	17	2	-4	-2	-7	-6	1	-8
CC(=O)Oc1ccc(C(=O)Nc2cccc(NC(=O)c3ccco3)c2)cc1	8	1	2	14	-6	12	2	0
O=C(O)C(Cc1c[nH]c2ccccc12)NS(=O)(=O)c1ccc2ccccc2c1 (configuration not stated)	13	-2	3	0	-8	11	-8	10
NC(=O)c1ccccc1N(Cc1ccccc1)S(=O)(=O)c1ccccc1	14	1	-2	9	3	4	-1	0
O=C(Nc1ccc(Br)cc1Br)C1CC(=O)N(Cc2ccccc2)C1 (configuration not stated)	1	2	13	2	-6	-8	3	-8
O=C(COC(=O)c1ccc(Br)cc1)NCC1CCCO1 (configuration not stated)	12	5	10	-7	-8	-11	-6	6
CC(=O)Nc1ccc(S(=O)(=O)NCc2ccc(C(=O)N3CCOCC3)cc2)cc1	9	1	-2	-3	-2	-1	-9	-1
COc1ccccc1C(=O)NCCOc1ccc(C(C)(C)C)cc1	-4	1	0	5	-5	-2	14	2
Cc1ccc(Nc2nc(NCCO)nc3c2cnn3C)cc1Cl	-38	-2	32	-28	8	-7	13	12
Cc1cccc(NC(=O)CCNS(=O)(=O)c2cccc3nsnc23)c1	15	-1	1	-13	-1	-1	-3	1
NC(=O)Nn1c(CCC(=O)O)ccc1-c1ccc(Br)cc1	-99	-7	-2	-10	-3	4	-7	-3
O=C(CSc1ccccn1)Nc1cccc([N+](=O)[O-])c1	20	1	1	0	0	-2	-2	7
CC1(C)NC(=O)N(CC(=O)O)C1=O	-1	4	-8	-7	-9	-8	1	-5
Cc1nc(SCC(=O)CC(=O)OC(C)C)c(C#N)c(C)c1C	-59	-116	5	9	-4	-4	2	2
CCOC(=O)C1(CC)NC(c2ccco2)C2C(=O)N(c3ccc(C)cc3)C(=O)C21 (configuration not stated)	8	-2	-12	10	-5	-4	18	-5
S=c1[nH]nc(-c2cccc(Cl)c2)n1CCN1CCCCC1	-41	1	6	-8	6	1	8	-3
CCOc1ccc(N(CC(=O)Nc2ccccc2C(=O)N2CCCC2)S(C)(=O)=O)cc1	0	-1	4	-2	-6	-1	3	0
O=C(C[n+]1cc(-c2ccc(F)cc2)n2c1CCC2)Nc1nc(-c2ccccc2)cs1	22	0	22	-29	-9	-19	8	-10
CCCCC(=O)N1CCCC(C)C1 (configuration not stated)	10	-1	-4	-9	-3	-15	3	2
CC(=O)c1ccc(N(CC(=O)NC2CCCC2)C(=O)CNC(=O)c2ccco2)cc1	7	0	4	13	-1	11	-1	-1
COc1ccc2oc(=O)cc(CN3CCOCC3)c2c1	-176	-2	-1	0	-7	-8	-10	-1
CCS(=O)(=O)N1CCC(C(=O)NCCCN2CCC(Cc3ccccc3)CC2)CC1	14	1	1	-17	6	-4	5	3
CN(CC(=O)Nc1ccccc1Cl)C(=O)c1ccc(-c2cccc(C(F)(F)F)c2)o1	-1	2	2	-13	-4	-3	26	10
COc1ccc([C@H]2/C=C\CN(C(=O)C3CCCC3)[C@@H](C)C(=O)N2Cc2ccc(F)cc2)cc1	2	-3	7	0	-9	-4	10	1
Cc1ccc(/C=c2\s/c(=C(/C#N)C(=O)N3CCCC3)n(Cc3ccco3)c2=O)s1	6	-51	-16	7	10	9	33	6
O=C1c2ccccc2S(=O)(=O)c2cc(N3CCN(c4ccccn4)CC3)ccc21	4	-22	4	-11	-5	3	10	-5

Gathered by group, the entries above containing a cyano group
SMILES	SENP8 block-1	SENP1 inh	UBC13 polyUb	SENP6 block	APOBEC3G inh	SENP8 block-2	Apaf1 inhib	SENP7 inh
N#C/C(=C\c1ccc(-c2ccccc2C(=O)O)o1)c1nc2ccccc2[nH]1	-70	-27	-29	5	-13	3	19	9
CC(C)(C)C1CCc2c(sc(NC(=O)CSc3ncn[nH]3)c2C#N)C1 (configuration not stated)	16	-7	-28	5	-4	4	17	4
COc1ccc(CCN(C)CCCC(C#N)(c2cc(OC)c(OC)c(OC)c2)C(C)C)cc1OC (configuration not stated)	5	2	16	1	-5	10	-6	4
Cc1nc(SCC(=O)CC(=O)OC(C)C)c(C#N)c(C)c1C	-59	-116	5	9	-4	-4	2	2
Cc1ccc(/C=c2\s/c(=C(/C#N)C(=O)N3CCCC3)n(Cc3ccco3)c2=O)s1	6	-51	-16	7	10	9	33	6

Screening results from PubChem.
